Screening data deposited in PubChem by several laboratories.
Neddyl block – inhibitors of cullin neddylation, primary screen, biochemical, TR-FRET, uHTS, NAE and Ubc12; calls only at 25 µM; actives 0.58% (n = 360,000); AID 651699, 2012; in the data active = inhibition above about 36%
DNMT1 inh – human DNMT1 methyltransferase inhibitors, primary screen, biochemical, molecular beacon, fluorescence, HinP1I cleavage, uHTS. DNA (cytosine-5)-methyltransferase 1 (Homo sapiens), P26358. inhibition (reported as % activation of signal), % at 10 µM. actives 0.83% (n = 360,000); in the data active = inhibition above about 50%
SUMO1 PPI mod – modulators of SUMO1 protein-protein interactions, primary screen, biochemical, uHTS. Small ubiquitin-related modifier 1 (Homo sapiens), P63165. SUMO1 binding to a labelled peptide, TR-FRET, 1 h. actives 0.33% (n = 360,000). AID 602429, 2012. inhibition, % at 20 µM; in the data active = inhibition above about 37%
SKN-1 block – suppressors of acrylamide-induced Pgst-4::GFP reporter in worms, primary screen, SKN-1 inhibitor project, whole organism, uHTS, GFP/RFP fluorescence ratio, strain VP596; C. elegans VP596 Pgst-4::GFP/RFP ratio, 24 h; actives 0.49% (n = 360,000); inhibition, % at 21.8 µM;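 active = interference check ratio from 0.5 to 1.5 plus GFP to RFP signal ratio inhibition reaching or exceeding a fixed threshold, cut at about 30% in these data, passing the limit was not always enough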; note: some compounds called inactive have numbers as strong as hits
CendR NRP1 mod – modulators of CendR peptide binding to NRP-1, primary screen, biochemical, fluorescence polarization, uHTS; Neuropilin-1 (Homo sapiens), O14786; FAM-RPARPAR peptide binding to NRP-1; inhibition, % at 25 µM; actives 0.85% (n = 360,000); AID 602438, 2012;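 active = inhibition or corrected inhibition above about 18%, plus a signal ratio from 0.5 to 1.5, limit read from the data, passing the limit was not always enough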; note: strong numbers were not always called active
Target sequence (O14786 whole entry, looked up): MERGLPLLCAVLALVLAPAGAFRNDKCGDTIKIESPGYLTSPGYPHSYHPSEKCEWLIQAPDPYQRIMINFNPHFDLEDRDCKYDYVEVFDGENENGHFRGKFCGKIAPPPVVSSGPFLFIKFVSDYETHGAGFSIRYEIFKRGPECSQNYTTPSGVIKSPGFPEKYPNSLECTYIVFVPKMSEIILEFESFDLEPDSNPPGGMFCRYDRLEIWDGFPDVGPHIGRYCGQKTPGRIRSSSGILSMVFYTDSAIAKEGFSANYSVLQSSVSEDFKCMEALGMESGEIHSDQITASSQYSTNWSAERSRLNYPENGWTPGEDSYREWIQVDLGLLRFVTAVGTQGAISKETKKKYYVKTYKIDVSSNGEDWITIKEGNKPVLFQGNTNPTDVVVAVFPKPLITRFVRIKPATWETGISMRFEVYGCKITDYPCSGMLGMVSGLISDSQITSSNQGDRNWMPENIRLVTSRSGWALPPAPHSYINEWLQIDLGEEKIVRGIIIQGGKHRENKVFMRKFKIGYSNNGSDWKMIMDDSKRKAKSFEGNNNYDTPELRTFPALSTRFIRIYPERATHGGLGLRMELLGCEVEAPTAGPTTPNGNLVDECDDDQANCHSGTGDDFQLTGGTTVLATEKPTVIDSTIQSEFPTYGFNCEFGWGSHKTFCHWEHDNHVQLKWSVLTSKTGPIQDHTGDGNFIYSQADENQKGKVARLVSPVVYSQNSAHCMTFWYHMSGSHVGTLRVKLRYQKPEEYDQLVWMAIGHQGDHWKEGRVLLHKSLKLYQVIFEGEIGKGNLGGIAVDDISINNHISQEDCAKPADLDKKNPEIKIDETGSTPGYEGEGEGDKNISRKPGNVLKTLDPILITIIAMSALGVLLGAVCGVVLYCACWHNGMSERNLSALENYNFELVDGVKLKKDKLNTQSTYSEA
Scp1 inh – Scp-1 phosphatase inhibitors, primary screen, biochemical, colorimetric, uHTS; Recombinant Scp1, phosphopeptide, malachite green phosphate absorbance; Carboxy-terminal domain RNA polymerase II polypeptide A small phosphatase 1 (Homo …; actives 0.88% (n = 340,000); inhibition, % at 20 µM;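 active = inhibition above about 50% at 20 µM, limit read from the data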;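 note: plate controls were DMSO wells with enzyme for no effect and wells lacking enzyme for full effect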
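assay system = SCP-1 phosphatase catalytic domain, residues 76-261 | buffer or medium = 50 mM Tris acetate pH 5.5, 0.005% Tween-20, 10 mM MgCl2 | incubation = enzyme reaction 45 min at room temperature, colour 5 min, stabilisation 30 min | signal = Phosphate-binding colour reagent, absorbance read at 630 nm | measure = % inhibition at 20 µM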
LMPTP block – LMPTP phosphatase inhibitors, primary screen, biochemical, fluorescence intensity, uHTS; Low molecular weight phosphotyrosine protein phosphatase (Homo sapiens), P24666; recombinant LMPTP-A, OMFP fluorogenic substrate; inhibition, % at 20 µM; actives 0.22% (n = 360,000);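 active = compounds that cut the enzyme signal by at least half of the control window in the single-dose screen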;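 note: plate controls were DMSO wells with enzyme plus substrate for no effect and substrate without enzyme for full effect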
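Test system: LMPTP-A phosphatase enzyme. Amount: LMPTP-A at 0.625 nM final in the reaction. Reagent: OMFP substrate, 400 µM final. Times: 50 min at room temperature. Signal: endpoint fluorescence intensity from OMFP dephosphorylation. Read-out basis: % inhibition. Benchmarks: no-enzyme and uninhibited controls.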
NadD block – inhibitors of S. aureus NadD, primary screen, biochemical, colorimetric, uHTS; actives 0.78% (n = 360,000); purified NadD enzyme, colorimetric absorbance read-out; AID 602399, 2012; inhibition, % at 20 µM; in the data active = inhibition above about 26%; note: some compounds past the cut are filed as inactive
Tb MetRS inh – T. brucei MetRS inhibitors, primary screen, biochemical, luminescence; AID 624268, 2012; inhibition, % at 11.9 µM; purified T. brucei MetRS, ATP depletion, Kinase-Glo luminescence; methionyl-tRNA synthetase (Trypanosoma brucei brucei); actives 0.4% (n = 360,000);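 active = inhibition above a per-plate cutoff of the control wells' mean inhibition plus 3 SD, cut at about 5.5% in these data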;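 note: 0% = DMSO wells median and 100% = median of wells with control inhibitor compound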
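Test system – parasite MetRS enzyme · Reagent – substrates ATP, L-methionine and bulk Escherichia coli tRNA · Doses – 11.9 µM compound single dose, 0.9% DMSO · Times – 15 min enzyme-compound preincubation, 2 h reaction, 10 min detection, 25 °C · Signal – Kinase-Glo luminescence, ATP depletion format · Controls – DMSO-only wells as low control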
STEP block – STEP phosphatase inhibitors, primary screen, biochemical, fluorescence intensity, uHTS. Tyrosine-protein phosphatase non-receptor type 5 (Homo sapiens), P54829. recombinant STEP, OMFP fluorogenic substrate. inhibition, % at 20 µM. actives 0.25% (n = 360,000);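 active = inhibition at 20 µM, scaled per plate between control wells, above about 37%, limit read from the data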;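 note: 0% = DMSO with enzyme and substrate and 100% = substrate only without enzyme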
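Also added – OMFP at 25 µM · Test system – STEP tyrosine phosphatase · Technique – FITC-channel fluorescence of OMFP product · Schedule – 20 min at room temperature, dark · Evaluation – control-normalized % inhibition with plate pattern correction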
* marks the source's active call; other numbers are inactive results; i = inactive; x = no result given.

Short forms: A = Neddyl block; B = DNMT1 inh; C = SUMO1 PPI mod; D = SKN-1 block; E = CendR NRP1 mod; F = Scp1 inh; G = LMPTP block; H = NadD block; I = Tb MetRS inh; J = STEP block
CCN(CC)c1cccc(OCC(=O)N2c3ccccc3CC2C)c1 (stereo unspecified)
  A: i	B: -1	C: 3	D: 8	E: -5	F: -5	G: 1.9	H: 0	I: -0.2	J: 2

COc1ccc(C(=O)Nc2ccc(OCC(=O)N3CCOCC3)cc2)c(OC)c1OC
  A: i	B: 3	C: -2	D: 3	E: -2	F: -4	G: 0.8	H: 1	I: -0.1	J: -1

COc1cccc(C(=O)NCC(=O)OCC(=O)c2ccccc2)c1
  A: i	B: 3	C: 4	D: -1	E: 5	F: -5	G: -0.2	H: -1	I: 0.1	J: -1

CN(C)c1ccc(Cl)c(NC(N)=S)c1
  A: i	B: -1	C: 6	D: 3	E: 1	F: x	G: -0.6	H: 4	I: -1.0	J: 1

C=CCOC(=O)N1CCC2CC1c1cc(-c3cccc(C)c3)ccc12 (stereo unspecified)
  A: i	B: 18	C: -2	D: 16	E: 1	F: -8	G: 4.8	H: -2	I: 0.5	J: -2

COc1cccc(-c2nc(CS(=O)(=O)CC(=O)NC3CCCc4ccccc43)c(C)o2)c1 (stereo unspecified)
  A: i	B: -7	C: 0	D: 0	E: 3	F: 2	G: 0.0	H: 1	I: -1.1	J: 1

COc1cc(NC(=O)CCCOc2ccc(Cl)cc2Cl)c(C(=O)O)cc1OC
  A: i	B: -1	C: 5	D: -6	E: -3	F: -7	G: -1.9	H: -5	I: 0.0	J: 0

CC1(C(=O)Nc2ccc3c(c2)OCCO3)CN(S(C)(=O)=O)CC(=O)N1CC(F)(F)F (stereo unspecified)
  A: i	B: x	C: -2	D: 1	E: -1	F: x	G: -0.7	H: x	I: -0.2	J: x

O=C(COC(=O)c1cnccn1)c1cccc([N+](=O)[O-])c1
  A: i	B: -3	C: -13	D: -1	E: 2	F: -4	G: -0.9	H: -2	I: 0.5	J: 1

COc1ccc(S(=O)(=O)c2nnn(-c3cccc(OC)c3)c2N)cc1
  A: i	B: -2	C: -4	D: 2	E: -16	F: -10	G: -0.2	H: -12	I: 0.1	J: 2

Reprinted at random: 2 records from the list.
Short forms: A = Neddyl block; B = DNMT1 inh; C = SUMO1 PPI mod; D = SKN-1 block; E = CendR NRP1 mod; F = Scp1 inh; G = LMPTP block; H = NadD block; I = Tb MetRS inh; J = STEP block
C=CCOC(=O)N1CCC2CC1c1cc(-c3cccc(C)c3)ccc12 (stereo unspecified)
  A: i	B: 18	C: -2	D: 16	E: 1	F: -8	G: 4.8	H: -2	I: 0.5	J: -2

CCN(CC)c1cccc(OCC(=O)N2c3ccccc3CC2C)c1 (stereo unspecified)
  A: i	B: -1	C: 3	D: 8	E: -5	F: -5	G: 1.9	H: 0	I: -0.2	J: 2

Only SKN-1 block, DNMT1 inh and LMPTP block (five entries from above):
smiles	SKN-1 block	DNMT1 inh	LMPTP block
C=CCOC(=O)N1CCC2CC1c1cc(-c3cccc(C)c3)ccc12 (stereo unspecified)	16	18	4.8
CC1(C(=O)Nc2ccc3c(c2)OCCO3)CN(S(C)(=O)=O)CC(=O)N1CC(F)(F)F (stereo unspecified)	1	x	-0.7
O=C(COC(=O)c1cnccn1)c1cccc([N+](=O)[O-])c1	-1	-3	-0.9
CN(C)c1ccc(Cl)c(NC(N)=S)c1	3	-1	-0.6
COc1cccc(-c2nc(CS(=O)(=O)CC(=O)NC3CCCc4ccccc43)c(C)o2)c1 (stereo unspecified)	0	-7	0.0

The results go on:
Short forms: A = Neddyl block; B = DNMT1 inh; C = SUMO1 PPI mod; D = SKN-1 block; E = CendR NRP1 mod; F = Scp1 inh; G = LMPTP block; H = NadD block; I = Tb MetRS inh; J = STEP block
CCCCCc1ccc(-c2ccc(/C=C/C(N)=O)cc2)nc1
  A: x	B: 6	C: -2	D: 4	E: -11	F: 5	G: -0.8	H: 14	I: -1.1	J: 1

COCCn1c(C)cc(C2=NNC(=NC(C)(C)C)SC2)c1C
  A: i	B: -28	C: 0	D: 3	E: -17	F: 18	G: 0.3	H: 4	I: -1.3	J: 2

O=C(CCC1COc2ccccc2O1)Nc1ccc(Cl)cn1 (stereo unspecified)
  A: i	B: 2	C: -4	D: 7	E: 18	F: -2	G: -0.7	H: 0	I: 0.5	J: 0

Cc1sc2ncnc(N3CCC(C(=O)Nc4nc(-c5cccs5)cs4)CC3)c2c1C
  A: i	B: -9	C: -1	D: -12	E: 11	F: 6	G: 3.4	H: 23	I: -0.4	J: 2

COc1ccc2oc(=O)c(C(=O)NCc3ccccc3)cc2c1
  A: i	B: 51*	C: -41	D: -2	E: 11	F: -5	G: 0.3	H: -3	I: -0.2	J: -2

CCn1c(=O)c(C(=O)NCc2cccnc2)c(O)c2ccccc21
  A: i	B: -2	C: 3	D: 18	E: 11	F: -10	G: 0.7	H: 5	I: -0.4	J: 4

CCC(=O)Nc1ccc(NC(=O)c2c(C)nc3ccccn23)cc1
  A: i	B: 1	C: -1	D: 4	E: 4	F: -4	G: -0.5	H: -3	I: 0.3	J: 1

CCOC(=O)c1nc(NCCc2ccccc2)sc1C
  A: i	B: 1	C: -2	D: 4	E: 9	F: -6	G: 0.8	H: -9	I: -0.7	J: -4

COc1ccc(/C=N/c2c(-c3ccco3)nc3ccccn23)cc1OC
  A: x	B: -2	C: -4	D: -4	E: 14	F: 3	G: 3.2	H: 4	I: -0.6	J: 21

O=C1Nc2ccc([N+](=O)[O-])cc2OC1CCN1CCN(c2ccccc2)CC1 (stereo unspecified)
  A: i	B: 1	C: -25	D: 1	E: -8	F: 6	G: 0.2	H: -2	I: -1.0	J: 1

The list continues.
Short forms: A = Neddyl block; B = DNMT1 inh; C = SUMO1 PPI mod; D = SKN-1 block; E = CendR NRP1 mod; F = Scp1 inh; G = LMPTP block; H = NadD block; I = Tb MetRS inh; J = STEP block
CCc1ccc(NC(=O)CS(=O)CC(=O)Nc2ccc(N3CCOCC3)cc2)cc1 (stereo unspecified)
  A: i	B: 45	C: 25	D: 9	E: -25	F: 79*	G: 63*	H: 2	I: 0.5	J: 72*

CC(C)=CC1C=C(C)C(C)C2C(=O)NNC(=O)C12 (stereo unspecified)
  A: i	B: 1	C: 2	D: 8	E: -1	F: -3	G: -2.2	H: -1	I: -0.4	J: 2

CC(Oc1ccc2c3c(c(=O)oc2c1)CCCC3)C(=O)NCC1CCC(C(=O)O)CC1 (stereo unspecified)
  A: x	B: 0	C: 6	D: 0	E: 9	F: -3	G: -1.2	H: 2	I: -0.2	J: -2

CC(=O)NC(c1ccc(Cl)cc1)c1ccc2cccnc2c1O (stereo unspecified)
  A: i	B: 1	C: -15	D: 5	E: 0	F: -4	G: 1.5	H: 1	I: 0.6	J: -1

Cc1cc(=O)[nH]c(SCc2nc3ccccc3n2Cc2ccccc2)n1
  A: i	B: -2	C: -2	D: 1	E: 8	F: 0	G: 0.0	H: -7	I: 0.1	J: 1

O=C(COC(=O)Cc1ccccc1F)NC(=O)NC1CCCC1
  A: i	B: -1	C: 7	D: 10	E: -3	F: -8	G: -0.3	H: 0	I: -0.3	J: -3

OCCC1CN(C2CCN(c3ccccc3F)CC2)CCN1Cc1ccccc1 (stereo unspecified)
  A: i	B: 7	C: -3	D: -2	E: 3	F: -3	G: 0.0	H: -8	I: -0.6	J: 1

COc1ccc2c(Cl)c(-c3nnc(SCC(=O)c4ccccc4)n3C)sc2c1
  A: i	B: 1	C: -8	D: 8	E: -2	F: -9	G: 0.5	H: 2	I: 0.4	J: -1

CCO[C@@H]1OC(C(=O)O)=C[C@H](c2ccc(Br)cc2)[C@H]1CCCO
  A: i	B: 3	C: -6	D: 5	E: 7	F: -3	G: 1.8	H: -11	I: -0.5	J: 4

Sorted by the number under SKN-1 block (low to high): 3 of the compounds above.
| Compound | Neddyl block | DNMT1 inh | SUMO1 PPI mod | SKN-1 block | CendR NRP1 mod | Scp1 inh | LMPTP block | NadD block | Tb MetRS inh |
| --- | --- | --- | --- | --- | --- | --- | --- | --- | --- |
| CC(Oc1ccc2c3c(c(=O)oc2c1)CCCC3)C(=O)NCC1CCC(C(=O)O)CC1 (stereo unspecified) | x | 0 | 6 | 0 | 9 | -3 | -1.2 | 2 | -0.2 |
| Cc1cc(=O)[nH]c(SCc2nc3ccccc3n2Cc2ccccc2)n1 | i | -2 | -2 | 1 | 8 | 0 | 0.0 | -7 | 0.1 |
| CC(=O)NC(c1ccc(Cl)cc1)c1ccc2cccnc2c1O (stereo unspecified) | i | 1 | -15 | 5 | 0 | -4 | 1.5 | 1 | 0.6 |

Compounds as they come; about 4.6% have a hit in one of these screens.
